TSHR antag = Antagonists of the Thyroid Stimulating Hormone Receptor: HTS campaign; Thyrotropin receptor (Homo sapiens), P16473; TSHR-expressing cells, TSH-stimulated cAMP HTRF, 2 h; active compounds read low; activity change, negative = inhibition, % at 11.5 µM; 330,000 tested, 0.2% active;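 active = activity change below a set negative limit, meaning inhibition stronger than a set level, cut at about -70% in these data; inconclusive = activity change between two set negative limits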; also: % is scaled to controls: 0 for no effect and ±100 for the full control effect
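TSHR-expressing cells, 200/well, pre-treated with compound, then stimulated with EC80 TSH (4nM final) for 2 hours at 37 deg C. cAMP measured by competitive HTRF: anti-cAMP cryptate antibody in lysis buffer plus cAMP-d2, read after 30 minutes at room temperature.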
S-ASM inh = Inhibitors of Secretory Acid Sphingomyelinase (S-ASM): qHTS | Sphingomyelin phosphodiesterase (Homo sapiens), P17405 | 340,000 tested, 0.006% active | placental ASM, HMU-PC fluorogenic substrate, 60 min | Potency, µM (series often up to 57.5 µM), for the others: at the top dose activity change, negative = inhibition, usual class: inhibitors; also: potency is read from the fitted curve at half-maximal effect
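Human placenta-derived ASM enzyme was preincubated with compound for 10 minutes at room temperature, then given fluorogenic substrate HMU-PC0 (9 uM final) for 60 minutes at 37 °C; a pH 10 stop preceded fluorescence reading at Ex 386/Em 447 nm.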
ELG1 DNA repair = qHTS screen for small molecules that inhibit ELG1-dependent DNA repair in human embryonic kidney (HEK293T) cells expressing luciferase-tagged ELG1; Potency, µM (titrated, usually from 46.1 µM), inactives show top-dose activity change, negative = inhibition, most hits filed as inhibitors; AID 504467, 2011; HEK293T ELG1-luciferase reporter, luminescence, 16 h; DNA damage induced by 5-fluorouridine; 330,000 tested, 2.3% active; also: potency is read from the fitted curve at half-maximal effect; % is scaled to controls: 0 for no effect and ±100 for the full control effect; nearly all actives have a fitted effect of over 55% in size
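HEK293T cells expressing luciferase-tagged ELG1 (2,000/well) received 5-Fluorouridine plus compound or DMSO for 16 hr at 37 °C. Luciferase was read by ONE-Glo luminescence after 30 min at room temperature.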
a7 integrin act = qHTS for Activators of Integrin-Mediated Alleviation for Muscular Dystrophy | alpha7betagal myoblasts, beta-gal FDG fluorescence, 48 h | Potency, µM (series often up to 38.3 µM), for inactives: top-dose activation, most hits filed as activators | 350,000 tested, 0.064% active;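 also: potency is read from the fitted curve at half-maximal effect; 100% = response of the positive control SU9516; nearly all actives have a fitted effect of over 60% in size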
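alpha7betagal+/- myoblasts (passage 13, 250/well) treated 48 h at 37C with compounds at 1:260 dilution of DMSO stock. Lysed, then beta-galactosidase activity read as FDG fluorescence (ex 480/em 540) after 30 min, with pre-read for autofluorescence.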
Tb PFK block = qHTS Assay to Find Inhibitors of T. brucei phosphofructokinase | ATP-dependent 6-phosphofructokinase (Trypanosoma brucei brucei), O15648 | T. brucei PFK, ADP-Glo luminescence | Potency, µM (top dose mostly 57.5 µM), inactives show top-dose activity, negative = inhibition, hits mostly inhibitors | AID 485367, 2010 | 330,000 tested, 0.17% active;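 also: potency is read from the fitted curve at half-maximal effect; 0% = uninhibited 1x PFK enzyme wells and -100% = no-enzyme wells; nearly all actives have a fitted effect of over 60% in size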
Target sequence (O15648 whole entry, looked up): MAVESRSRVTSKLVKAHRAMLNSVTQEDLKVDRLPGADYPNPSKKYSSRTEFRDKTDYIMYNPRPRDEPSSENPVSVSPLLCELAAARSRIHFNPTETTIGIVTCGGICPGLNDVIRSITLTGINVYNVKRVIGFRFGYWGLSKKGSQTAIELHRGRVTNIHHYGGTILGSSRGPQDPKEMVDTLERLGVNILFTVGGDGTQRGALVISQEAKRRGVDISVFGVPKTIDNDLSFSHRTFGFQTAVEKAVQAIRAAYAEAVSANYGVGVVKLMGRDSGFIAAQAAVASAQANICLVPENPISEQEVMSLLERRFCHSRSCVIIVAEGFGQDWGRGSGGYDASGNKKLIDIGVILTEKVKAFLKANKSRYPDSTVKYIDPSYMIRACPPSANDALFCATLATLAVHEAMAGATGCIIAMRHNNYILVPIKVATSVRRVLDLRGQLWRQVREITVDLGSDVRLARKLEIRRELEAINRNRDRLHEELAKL
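Activity is normalized to no-enzyme wells (full inhibition) and 1.25 nM enzyme wells (no inhibition). Reaction: 0.5 mM F6P, 0.1 mM ATP, 45 min RT, ADP-Glo luminescence; concentration-response curves fitted and classed by quality.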
AT treatment = qHTS Assay for Identifying a Potential Treatment of Ataxia-Telangiectasia | 320,000 tested, 0.19% active | AID 485349, 2010 | […] A-T fibroblasts, KAP-1 phosphorylation AlphaLISA; neocarzinostatin DNA damage 30 min before lysis | Potency, µM (titrated, usually from 57.5 µM), for inactives: top-dose activation, actives largely listed as activators; also: potency is read from the fitted curve at half-maximal effect; % of control where 0% means no effect; nearly all actives have a fitted effect of over 45% in size
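hTERT-immortalized A-T patient fibroblasts ([…]), 500 cells/well in OPTI-MEM, 1% FBS, got compounds for 60 min, then NCS for 30 min at 37C. Lysates were then assayed for phospho-KAP-1 by AlphaLISA (anti-pKAP1 donor, anti-KAP1 acceptor beads), 6 hr at 25C.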
BCR signal inh = qHTS Assay to Find Inhibitors of Chronic Active B-Cell Receptor Signaling. ABC-DLBCL IkBa-CBG/CBR reporter, luminescence ratio, 4 h. 340,000 tested, 0.05% active. Potency, µM (doses to about 46.1 µM), inactives show top-dose ratio change, negative = lower green/red ratio, actives largely listed as inhibitors. AID 493014, 2011; active = well fitted inhibition curve with a large enough effect in the signal ratio, with a control signal flat, not every such curve was filed as active; inconclusive = small, poorly fitted or top-dose-only effect, or effect the other way, or a change in a side signal; the % refers to the signal ratio;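 also: potency is read from the fitted curve at half-maximal effect; plate controls were basal doxycycline-induced cells for no effect and cells given 10 µM MG132 for full effect; MG132 reads +100%, hits lower the ratio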
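Concentration-response series (up to 46 uM) were applied to TMD8 dual-reporter cells for 4 h at 37C with doxycycline. Green/red ratio, after filter-overlap correction, defined %Activity; red signal alone was normalised to basal cells and zero luminescence.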
Eya2 phos inh = qHTS Assay for Inhibitors of the Phosphatase Activity of Eya2; Protein phosphatase EYA2 (Homo sapiens), O00167; recombinant Eya2, OMFP fluorescence dephosphorylation (OMFP is methylfluorescein phosphate); Potency, µM (top dose mostly 76.9 µM), inactives show top-dose activity, negative = inhibition, hits mostly inhibitors; 330,000 tested, 0.006% active; AID 488837, 2010; also: potency is read from the fitted curve at half-maximal effect; % is scaled to controls: 0 for no effect and ±100 for the full control effect
Target sequence (O00167 whole entry, looked up): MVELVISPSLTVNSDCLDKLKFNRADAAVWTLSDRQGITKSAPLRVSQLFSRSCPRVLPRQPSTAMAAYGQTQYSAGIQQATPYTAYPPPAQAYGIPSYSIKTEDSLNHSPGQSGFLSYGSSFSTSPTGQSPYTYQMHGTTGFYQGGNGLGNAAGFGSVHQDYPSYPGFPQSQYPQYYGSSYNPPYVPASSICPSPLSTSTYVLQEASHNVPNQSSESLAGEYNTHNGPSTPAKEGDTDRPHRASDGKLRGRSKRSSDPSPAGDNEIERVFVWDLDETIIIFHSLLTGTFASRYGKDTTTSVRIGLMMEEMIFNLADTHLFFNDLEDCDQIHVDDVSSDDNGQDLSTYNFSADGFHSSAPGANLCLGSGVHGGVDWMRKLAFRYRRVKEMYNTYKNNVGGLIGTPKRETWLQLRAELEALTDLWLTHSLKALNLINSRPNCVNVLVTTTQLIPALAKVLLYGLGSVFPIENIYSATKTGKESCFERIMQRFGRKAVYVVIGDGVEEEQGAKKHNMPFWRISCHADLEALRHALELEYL
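Eya2 protein (added as 0.2 uM solution) was preincubated with compound for 10 min at ambient temperature in 50 mM HEPES pH 7.5, 50 mM NaCl, 5 uM MgCl2, 0.05% BSA, 1 mM DTT. OMFP (added at 50 uM) then reacted 10 min; fluorescence read at 485/525 nm.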
TCR activator = Activators of T cell receptors: qHTS campaign; primary human leukocytes, anti-CD3, IL-2 HTRF, 48 h; Potency, µM (titrated, usually from 9.22 µM), without a hit: at the top dose activation of IL-2 secretion, hits mostly activators; 330,000 tested, under 10 active; AID 504894, 2011; also: % of control where 0% means no effect
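1) Mix primary human leukocytes, a-CD3 beads and compound. 2) Incubate 48 hr. 3) Add HTRF IL-2 reagents (a-IL-2-K, a-IL-2-d2).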
TSG101-PTAP inh = qHTS Assay for Iinhibitors of HIV-1 Budding by Blocking the Interaction of PTAP/TSG101; Fluorescence polarization, FITC-PTAP peptide / Tsg101 binding; AID 493005, 2010; Potency, µM (highest dose often 115 µM), for inactives: at the highest dose activity change, negative = inhibition, actives largely listed as inhibitors; Tumor susceptibility gene 101 protein (Homo sapiens), Q99816; 340,000 tested, under 10 active; active = well fitted inhibition curve with a large enough effect in the main read-out, with a control signal flat, not every such curve was filed as active; inconclusive = small, poorly fitted or top-dose-only effect, or effect the other way, or a change in a side signal; inactive = no such curve, though single readings can be large or run the other way; also: potency is read from the fitted curve at half-maximal effect; % of control where 0% means no effect
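Fluorescence anisotropy tracks displacement of a FITC-tagged PTAP peptide (50 nM) from the Tsg101 binding domain (10 uM), following a 20 min room-temperature incubation at pH 7.5.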
Mito fusion yeast = qHTS Assay for Small Molecule Inhibitors of Mitochondrial Division or Activators of Mitochondrial Fusion | S. cerevisiae fusion-defective mutant growth rescue, CellTiterGlo 48 h | 320,000 tested, 0.23% active | AID 485298, 2010 | Potency, µM (titrated, usually from 46.1 µM), inactives show at the top dose growth rescue (activation), most hits filed as activators;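 also: potency is read from the fitted curve at half-maximal effect; % of control where 0% means no effect; nearly all actives have a fitted effect of over 45% in size; temperature-sensitive fusion mutants such as fzo1-1 at 37 °C on non-fermentable ethanol glycerol medium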
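Compounds are tested for their ability to restore growth of mitochondrial fusion-defective yeast strains at non-permissive 37C in YPEG medium over 48 hours. Viability is quantified by luciferase luminescence.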
Starred values were filed as active, the others as inactive; ? = inconclusive; / = no result given; [ ] = dose if it differs, or a comment. Unless noted, calls follow the shape of the dose curve; as a rule, active = well fitted curve in the direction sought with a large enough effect; inconclusive = small, poorly fitted or top-dose-only effect, or another doubt; inactive = no such curve, though single readings can be large; an effect the other way counts as inactive or inconclusive. Outcome played no part in choosing rows; overall some 3.2% were active at least once.

SMILES	TSHR antag	S-ASM inh	ELG1 DNA repair	a7 integrin act	Tb PFK block	AT treatment	BCR signal inh	Eya2 phos inh	TCR activator	TSG101-PTAP inh	Mito fusion yeast
S=C(c1ccc(-c2ccccc2Cl)o1)N1CCCCC1	-18	-13%	?	-28%	-1%	3%	?	3%	1%[46.1 µM]	-7%	3%
COc1ccc(-c2nc(C#N)c(NCCCn3ccnc3)o2)cc1OC	-2	2%	?	-19%[7.66 µM]	1%	2%	?	7%	-2%	-5%	1%
COc1ccc(OC)c(/C=N/c2c(-c3ccc(O)c(OC)c3)nc3ccccn23)c1	-27	8%	26%	-31%	-6%	-1%	?	-4%	-5%	-1%	-1%
O=S(=O)(N/N=C/c1ccc2c(c1)OCCO2)c1ccccc1	20	2%	?	-13%	-7%	8%	2%	4%	/	/	0%
O=C(CSc1nc2[nH]c(=O)cc(O)c2s1)Nc1cccc(Br)c1	3	-4%	12%	-18%	-2%	-7%	1%	-18%	8%	5%	4%
Cc1csc(NC(=O)C(F)(F)F)n1	0	1%	-4%	10%	0%	2%	5%	6%	0%[46.1 µM]	0%	-1%
COc1ccc2c(c1)CCCN2C(N)=O	0	0%	6%	22%	-27%	-6%	8%	14%	8%	-3%	-4%
O=C(CSc1cccc[n+]1[O-])N1CCCCCC1	10	-2%	1%	-6%	-6%	14%	0%	-4%	/	1%	-7%
O=C(CN1CCN(c2ccccc2F)CC1)c1ccc(O)cc1O	-4	1%	16%	28%	7%	1%	-6%	-16%	-2%	0%	4%
Cc1ccc(C(=O)O)cc1N1C(=O)c2cccc3cc(Br)cc(c23)C1=O	-14	-2%	-7%	-25%	-11%	3%	10%	9%	0%	-19%	4%
C/C(=N\NC(=O)c1ccc(F)cc1)c1ccc(N2CCOCC2)cc1	2	-1%	?	4%	1%	-7%	?	18%	2%	-4%	-3%
CC(C)(C)CC(=O)NC(=S)Nc1ccccc1C(F)(F)F	9	-6%	3%	-3%	1%	1%	-2%	-13%	-1%	-8%	-16%
COC(=O)c1ccc(NC2(C#N)C(=O)Nc3ccccc32)cc1 (centres undefined)	4	-3%	0%	-46%[inhibitor]	0%	-4%	-1%	-3%	/	-8%	-7%
C=CCN1CCN(Cc2cnc(Cl)s2)CC1	3	1%	18%	20%	0%	1%	3%	-28%	11%	0%	-6%
COc1ccc(OC)c(NC(=O)NC2CCCc3ccccc32)c1 (centres undefined)	-1	-2%	0%	7%	2%	-3%	0%	7%	-4%	1%	4%
CNS(=O)(=O)c1ccc(NC(=O)c2cnn3c(C(F)F)cc(-c4ccccc4)nc23)cc1	-9	29%	?	?	-4%	2%	1%	15%	5%	-3%	5%
O=C(/C=C/c1cccnc1)c1cccc(O)c1	3	3%	?	-68%[inhibitor]	6%	6%	?	4%	6%	-7%	-4%
CCC(C)[C@H](NC(=O)N1CCn2c1nc1ccccc12)C(=O)NCc1ccccc1 (some centres undefined)	-32	-11%	1%	-1%	0%	2%	4%	-12%	0%	-8%	31%
Cc1cc(C)c(C#N)c(Sc2nnnn2-c2ccccc2)n1	-4	1%	-7%	-17%	-5%	1%	11%	15%	-3%	0%	5%
NC(=O)CSc1nc2cc([N+](=O)[O-])ccc2n1-c1cccc(C(F)(F)F)c1	-17	-3%	3%	-17%	-2%	-4%	2%	-3%	5%[46.1 µM]	0%	-2%
CC(C)n1ncc2c(C(=O)N3CCN(Cc4ccc(Cl)s4)CC3)cc(C3CC3)nc21	9	-1%	-9%	-9%	-3%	10%	-15%	-7%	-7%	0%	?
C=CCC[C@H](Cc1ccc(F)cc1)C(=O)OC[C@H](Cc1c[nH]c2ccccc12)NC(=O)[C@H](CC=C)CC(=O)N(CCO)Cc1ccccc1	-4	-5%	21µM*	-1%	0%	-2%	?	-6%	-3%	-6%	/
Cc1ccccc1C(=O)Nn1cnnc1	-2	1%	-2%	-7%	1%	1%	0%	4%	5%	2%	1%
CCN(CC)c1ccc(NC(=O)c2cccc(C)c2OC)c(C)c1	-7	0%	?	-30%	-4%	-3%	-1%	-16%	-1%	-4%	4%
CC1(C)CC2(C)OC(=N)C1(C#N)C2(C#N)C#N (centres undefined)	25	4%	0%	2%	-2%	3%	?	-4%	-6%	0%	-1%
SMILES	TSHR antag	S-ASM inh	ELG1 DNA repair	a7 integrin act	Tb PFK block	AT treatment	BCR signal inh	Eya2 phos inh	TCR activator	TSG101-PTAP inh	Mito fusion yeast
O=C(Nc1ccccc1-c1ccccc1)c1cnccn1	-2	0%	?	8%	-3%	24%	?	-1%	-2%	-1%	12%
COc1ccc(CC2(CO)CCN(S(=O)(=O)c3cccc4cccnc34)CC2)cc1	-7	-3%	-2%	-7%	2%	-1%	-20%	5%	-1%	-3%	-2%
COC(=O)c1cccc(C(=O)N2CCC(CO)(CCc3ccccc3)CC2)c1	6	1%	?	7%	-1%	4%	-1%	16%	0%	-7%	5%
CCOc1ncccc1C(=O)N1CCCSC1=Nc1ccc(C(C)=O)cc1	36	0%	15%	-3%	-7%	0%	-21%	0%	4%	-7%	16%
CC(c1ccco1)N(C(=O)C12CC3CC(CC(C)(C3)C1)C2)c1ccccn1 (centres undefined)	1	2%	5%	18%	3%	7%	0%	-5%	-2%	2%	-3%
Cc1ccc(NC(=O)CSc2nnc(C(F)(F)F)n2C)cc1[N+](=O)[O-]	15	1%	0%	-12%	0%	1%	1%	-1%	2%[46.1 µM]	2%	-4%
CC(=O)c1cccc(NC(=O)CSc2nc(C3CC3)nc3ccccc23)c1	-10	-1%	-15%	-33%	2%	-5%	?	-3%	2%	-1%	27%
CC(c1ccccc1)C1CC(=O)N(Cc2ccccc2)C1=O (centres undefined)	-19	0%	-1%	-7%	0%	1%	-3%	-4%	-3%	0%	27%
CCNCCNC(=O)c1c(O)c2ccccc2n(CC)c1=O	2	1%	-3%	-3%	11%	2%	1%	8%	-8%	-2%	4%
CC(=O)Nc1ccc(S(=O)(=O)Nc2ccc(C(=O)NCC(=O)O)cc2)cc1	-7	5%	-2%	5%	5%	7%	-5%	1%	-1%	-3%	-3%
COc1ccc(/C=N/NC(=O)c2cccc(Br)c2)cc1CN1CCOCC1	7	-5%	0%	2%	-7%	-4%	?	-13%	-1%	-1%	-1%
CCNC(=S)Nc1cccc(S(=O)(=O)NC2=NCCC2)c1	-3	2%	-6%	3%	0%	-3%	?	23%	1%	-1%	-1%
N/C(Cc1ccc([N+](=O)[O-])cc1)=N\OC(=O)c1ccco1	0	-1%	-11%	42%	-22%	0%	20%	2%	-1%	-3%	1%
Cc1ccc(C)c(NC(=O)c2oc(=O)c3ccccc3c2-c2ccccc2)c1	-5	-9%	?	10%	5%	5%	-2%	-1%	2%[46.1 µM]	0%	?
Cc1cc(F)ccc1S(=O)(=O)Nc1ncnc2sccc12	15	7%	-8%	-20%	-3%	3%	13%	6%	-1%	-1%	-19%
Cc1cccc(C)c1OCC(=O)OCC(=O)c1ccc2c(c1)NC(=O)CO2	12	-14%	2%	10%	2%	-2%	2%	-10%	-1%	-2%	-11%
Cc1occc1-c1nnc(SC(C)C(=O)Nc2ccccc2F)o1 (centres undefined)	0	4%	?	9%	-4%	-1%	?	14%	1%	0%	-3%
